tim10-1 inh: growth inhibitors of tim10-1 mutant yeast, primary screen, luminescence, uHTS | actives 2.2% (n = 330,000) | AID 463190, 2010 | S. cerevisiae tim10-1 ts strain growth, BacTiter-Glo, 24 h | inhibition, % at 20 µM;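 active means inhibition of at least 40%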;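 further: mutant grown at 25 °C; 0% = DMSO wells with yeast and 100% = wells holding no yeast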
697 NFkB inh: inhibitors of PMA/ionomycin-induced NF-kB reporter, 697 cells, primary screen, B-cell NF-kB inhibitor project, cell-based, luminescence, uHTS | 697 B-cell NF-kB luciferase reporter, 16 h | actives 0.33% (n = 330,000) | inhibition, % at 4 µM | AID 435022, 2010; in the data active means inhibition above about 35%
Jurkat NFkB inh: inhibitors of induced NF-kB luciferase reporter, primary screen, TCR NF-kB activation inhibitor project, cell-based, luminescence, uHTS; Jurkat, PMA/ionomycin-induced NF-kB luciferase reporter; inhibition, % at 4 µM; actives 0.53% (n = 330,000); in the data active means inhibition above about 50%
Mdm2-MdmX inh: inhibitors of human Mdm2-MdmX association, primary screen, cell-based, luminescence, split luciferase, SaOS-2, uHTS | actives 3% (n = 330,000) | SaOS-2 split-luciferase Mdm2/MdmX complementation | Protein Mdm4 (Homo sapiens) + E3 ubiquitin-protein ligase Mdm2 (Homo sapiens), … | inhibition, % at 8 µM;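 active means inhibition of at least 50% at 8 µM in the primary screen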
Target sequence (O15151 whole entry, looked up): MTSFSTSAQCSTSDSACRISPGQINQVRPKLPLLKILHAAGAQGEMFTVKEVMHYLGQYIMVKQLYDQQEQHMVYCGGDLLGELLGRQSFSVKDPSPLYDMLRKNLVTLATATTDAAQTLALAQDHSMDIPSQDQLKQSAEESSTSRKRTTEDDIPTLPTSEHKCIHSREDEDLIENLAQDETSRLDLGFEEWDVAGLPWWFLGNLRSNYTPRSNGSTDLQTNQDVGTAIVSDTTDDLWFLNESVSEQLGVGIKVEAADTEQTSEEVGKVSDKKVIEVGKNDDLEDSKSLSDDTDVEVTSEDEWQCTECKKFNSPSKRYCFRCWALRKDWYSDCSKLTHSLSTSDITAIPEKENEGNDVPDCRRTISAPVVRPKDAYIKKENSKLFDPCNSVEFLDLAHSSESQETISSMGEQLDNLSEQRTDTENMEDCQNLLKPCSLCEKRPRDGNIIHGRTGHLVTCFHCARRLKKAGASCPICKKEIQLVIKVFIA
Target sequence (Q00987 whole entry, looked up): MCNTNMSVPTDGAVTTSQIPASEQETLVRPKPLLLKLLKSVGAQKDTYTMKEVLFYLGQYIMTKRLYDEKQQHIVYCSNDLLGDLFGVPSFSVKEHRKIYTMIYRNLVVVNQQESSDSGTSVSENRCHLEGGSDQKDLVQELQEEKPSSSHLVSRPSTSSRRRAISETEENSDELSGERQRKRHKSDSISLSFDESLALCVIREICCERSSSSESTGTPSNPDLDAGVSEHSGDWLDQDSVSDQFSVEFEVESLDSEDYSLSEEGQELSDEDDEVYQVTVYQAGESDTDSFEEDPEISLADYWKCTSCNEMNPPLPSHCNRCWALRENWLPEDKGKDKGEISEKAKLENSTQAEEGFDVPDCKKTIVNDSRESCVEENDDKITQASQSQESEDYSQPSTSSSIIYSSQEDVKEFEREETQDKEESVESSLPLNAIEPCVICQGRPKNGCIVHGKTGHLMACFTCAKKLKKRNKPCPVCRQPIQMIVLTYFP
UPR XBP1 act: activators of adaptive XBP1 UPR arm, primary screen, cell-based, CHO-XBP1 luciferase reporter, luminescence, uHTS. IRE1-XBP1 UPR activation; percent of tunicamycin response, DMSO as zero. activation, % at 20 µM. actives 0.33% (n = 330,000). AID 463104, 2010;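 active means versus positive control, 20 µM dose yields 30% or more activation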;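 further: 100% = tunicamycin at 10 µg/mL and 0% = DMSO only wells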
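Material: IRE1-XBP1 luciferase reporter CHO line / Quantity: one thousand reporter cells per well / Buffer or medium: F12 with 10% serum / Compound: 20 µM single concentration, DMSO 1% / Times: 6 h treatment, 37 °C / Detection: Steady-Glo luciferase glow luminescence, 10 min after reagent addition / Benchmarks: tunicamycin high, DMSO low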
CHOP UPR activ: activators of apoptotic CHOP UPR arm, primary screen, cell-based, CHO-CHOP luciferase reporter, luminescence, uHTS. UPR activation; percent of tunicamycin response over DMSO baseline. activation, % at 10 µM. actives 0.34% (n = 330,000);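 active means at 10 µM dose, activation of 40% or more, normalized to positive control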;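 further: 100% = tunicamycin at 10 µg/mL and 0% = DMSO alone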
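Evaluation: % reporter activation, DMSO baseline versus tunicamycin full activation; System: CHO-CHOP luciferase reporter cell line; Input: 500 cells/well; Incubation: 6 h compound treatment, 37 °C; Measured by: Steady-Glo luciferase luminescence; Dosing: one dose, 10 µM in 0.5% DMSO; Buffer or medium: F12 medium, 10% FBS; Benchmarks: positive tunicamycin 10 µg/mL, negative DMSO alone.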
TIM10 inh: growth inhibitors of isogenic TIM10 control yeast, primary screen, counter-screen for tim10-1 yeast inhibitor project, luminescence, uHTS; S. cerevisiae TIM10 strain growth, BacTiter-Glo luminescence, 24 h; inhibition, % at 10 µM; actives 1.4% (n = 330,000); AID 463195, 2010;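 active means inhibition of 40% or more at the single tested concentration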;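 further: wild-type TIM10 isogenic control strain grown at permissive 25 °C; 0% = DMSO yeast wells and 100% = minimal medium wells without yeast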
tim23-1 inh: growth inhibitors of tim23-1 mutant yeast, primary screen, luminescence, uHTS. S. cerevisiae tim23-1 growth, BacTiter-Glo luminescence, 24 h. inhibition, % at 20 µM. actives 1.3% (n = 330,000). AID 463212, 2010;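 active means growth inhibition of the mutant yeast at or above 50%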;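 further: temperature-sensitive mutant grown at 25 °C; plate controls were DMSO-treated mutant yeast for no effect and medium wells lacking yeast for full effect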
Numbers without * were called inactive. The order is random; any-hit rate near 6.6%.

The line under a structure holds: tim10-1 inh	697 NFkB inh	Jurkat NFkB inh	Mdm2-MdmX inh	UPR XBP1 act	CHOP UPR activ	TIM10 inh	tim23-1 inh
CCCCn1c(CCl)nc2cc(S(=O)(=O)N3CCOCC3)ccc21
  22	13	10	88*	0	21	30	28
CCOc1cc(NC(=O)c2ccccn2)c(OCC)cc1NC(=O)c1ccc(OC)cc1
  11	-18	-7	40	-1	0.8	3	-13
Cc1ccc(C)c(NC(=O)c2cc(=O)c3ccccc3o2)c1
  25	-44	-34	-3	1	1.9	3	19
C=CCOc1ccc(/C(O)=C2\C(=O)C(=O)N(CCOC)C2c2cccnc2)cc1 (stereo not drawn)
  -1	7	5	-11	-1	0.8	-9	2
CN(C(=O)CSc1nnn(C)n1)c1ccccc1
  5	11	-10	20	-3	0.1	6	-2
COc1ccc(NC(=O)CSc2nc3sc(C)c(C)c3c(=O)n2Cc2ccco2)cc1
  30	4	3	87*	7	3.9	30	14
CC1CCN(S(=O)(=O)c2ccc(NC(=O)CN3CCOCC3)cc2)CC1
  -1	-3	11	-35	-1	-0.1	1	12
O=C1NN(c2ccc(F)cc2)C(=O)/C1=C\c1cnn(-c2ccccc2)c1
  14	0	18	-2	20	7.5	7	-4
Cc1c(NC(=S)N/N=C/c2ccc(Br)cc2)c(=O)n(-c2ccccc2)n1C
  15	6	16	-1	-3	1.0	14	13
c1csc(-c2csc3ncnc(NCCCN4CCOCC4)c23)c1
  6	-38	15	22	1	-0.2	-9	-8
CSc1ccc(CC(=O)N2CCC(n3nccc3NC(=O)C3CC3)CC2)cc1
  2	-19	-31	-29	-1	3.8	-4	3
O=C(Nc1ccc(C(=O)N2CCOCC2)cc1)Nc1cccc2ccccc12
  11	-4	-13	-4	0	1.4	10	14
CCCCOC(=O)C1=C(C)Nc2ncnn2C1c1ccc(OCC)c(OC)c1 (stereo not drawn)
  23	23	-4	-12	5	0.9	1	25
O=C(CNC(=S)N(CCCN1CCOCC1)Cc1cccs1)NCCN1CCOCC1
  -1	15	3	23	0	4.6	-1	3
O=C1NCCO1
  1	25	1	10	-5	0.7	2	-17
CC(OC(=O)C1CCN(c2ccc(C(F)(F)F)cn2)CC1)C(=O)Nc1cccc([N+](=O)[O-])c1 (stereo not drawn)
  34	-4	8	1	-2	0.9	24	39
COc1ccccc1OCc1ccc(C(=O)NN)cc1
  3	4	7	17	1	-1.0	-2	6
O=C(CSc1nc2ccc(Cl)cc2[nH]1)NCCc1ccccc1
  7	-12	-2	6	-1	0.6	-4	-1
CC(C)c1ccc(C(C)NC(=O)C2CCCC2)cc1 (stereo not drawn)
  15	-1	13	16	-5	0.2	5	-7
CC(=O)Nc1cc(-c2nn(CC(=O)N3CCCCC3)c(=O)c3ccccc23)ccc1N1CCOCC1
  2	-28	-10	-23	0	-1.9	-7	7
CC1=CN2C(=N)/C(=C/c3cn(CCCOc4ccccc4C)c4ccccc34)C(=O)N=C2S1
  9	-144	-7	4	29	44*	-8	2
COc1ccccc1C(CNC(=O)c1ccc(-c2ccccc2Cl)o1)N1CCCC1 (stereo not drawn)
  5	-49	-8	33	-1	-0.1	12	-6
Cc1ccc(-c2nnn(CC(=O)O)n2)cc1
  -3	-8	8	4	1	-1.9	7	10
N/C(=N\OC(=O)Cc1ccccc1[N+](=O)[O-])c1ccc(Br)cc1
  57*	-12	2	0	0	-0.6	58*	37
Cc1noc(C)c1COC(=O)c1cccnc1SCC(=O)Nc1ccc2c(c1)OCO2
  21	-21	-23	-19	-1	-0.6	-19	11
O=C(/C=C/c1ccc(Br)o1)NCc1ccccc1
  14	-34	-3	6	1	2.1	6	5
OCC[C@@H]1C[C@H](O)[C@@H](O)[C@]2(CCCO2)O1
  -16	15	11	2	1	-0.2	-3	-1
Cc1cc(C(=O)Nc2cccc(C)c2C)n(-c2ccccc2)n1
  18	1	-2	10	1	2.4	17	10
Cc1nc(Nc2ccc(S(N)(=O)=O)cc2)oc1C
  -23	0	-11	16	-1	1.8	-11	-6
CCC(C)[C@H](NC(=O)N1CC(=O)Nc2ccccc21)C(=O)N[C@H](C(=O)O)c1ccccc1 (stereo partly drawn)
  5	4	6	17	0	-1.4	-1	7
O=C(Cc1ccc(Br)cc1)NC1CCSC1=O (stereo not drawn)
  -8	7	1	-1	1	1.3	0	-12
COc1ccc(Cl)cc1C(=O)NCCS(=O)(=O)N1CCN(c2ccccc2F)CC1
  32	-13	17	20	1	-1.7	3	29
O=C(COc1ccccc1[N+](=O)[O-])N1CCN(c2ccccn2)CC1
  15	12	17	5	2	1.2	6	15
CCN(CC)S(=O)(=O)c1ccc2oc(SCC(=O)NC3CC3)nc2c1
  -9	-9	-5	6	1	0.2	17	0
COc1cc(NC2=Nc3cccc4cccc2c34)cc(OC)c1OC
  30	3	7	12	-1	1.1	25	35
O=C(Cc1ccccc1)Nc1ccc(C(=O)O)cc1
  9	14	-3	-22	1	0.8	9	-13
O=C(CCC(=O)Nc1nnc(C2CCCCC2)s1)NCc1ccccc1
  2	-14	7	6	3	-1.7	55*	12
Cc1cc(C)n(CCCNC(=O)Cn2nnnc2CN2C[C@@H](C)O[C@@H](C)C2)n1
  -11	8	-1	-9	-5	-2.8	8	-7
CC(C)(C)c1ccc(C(=O)NNc2cc(Cl)cc(Cl)c2)cc1
  10	8	-9	43	-5	1.8	4	25
CCN(CC)S(=O)(=O)c1ccc(C(=O)NCCCN=C2NS(=O)(=O)c3ccccc32)cc1
  0	15	-7	-6	1	-0.9	7	2
O=C(NCc1ccc(F)cc1)C1CCCN1C(=O)Nc1cccc(F)c1 (stereo not drawn)
  8	-21	3	23	0	0.5	-3	19
CC1CCc2c(sc3nc(CN4CCN(S(=O)(=O)c5ccccc5[N+](=O)[O-])CC4)[nH]c(=O)c23)C1 (stereo not drawn)
  24	-30	4	4	-2	3.9	-3	7
CN(C)/C=C1\C(=O)N(c2ccc([N+](=O)[O-])cc2)N=C1c1ccccc1
  29	-97	-36	3	2	2.7	-9	18
O=c1[nH]c2cc3c(cc2cc1CN(Cc1cccs1)Cc1nnnn1Cc1ccco1)OCCO3
  16	-5	-19	17	0	-1.1	8	16
CCCOC(=O)c1ccc(OC(=O)c2ccco2)cc1
  12	10	-14	-3	1	-0.6	16	26
Cc1nn(-c2ccccn2)c2nc(-c3cccs3)cc(C(=O)N3CCOCC3)c12
  31	-2	4	-3	0	-0.2	18	21
CC(C)(C)OC(=O)N1CCC(c2c(C(=O)N3CCN(C(=O)c4ccco4)CC3)cnn2-c2cccc(Cl)c2)CC1
  1	17	0	-1	-5	-0.5	17	5
COc1cccc(/C=N/NC(=O)c2ccccc2N(Cc2ccccc2)S(=O)(=O)c2ccccc2)c1OC
  -13	2	4	11	17	-1.2	-8	20
COC(=O)c1sc(NC(=O)Cc2cccs2)nc1C
  24	-23	-24	-26	3	2.8	10	28
COc1ccc(/C=N/NC(=O)CC(=O)NCc2cccnc2)c(OC)c1
  13	14	18	-9	-2	1.0	9	1
COc1cc(/C=N/NC(=O)c2cccnc2)ccc1OC(=O)c1ccco1
  9	5	-9	0	6	-1.5	13	3
O=C1N[C@H](Cc2ccccc2)COC(=O)[C@@H](Cc2ccc(F)cc2)C/C=C\C[C@H]1CC(=O)N(CCO)Cc1ccccc1
  -3	9	-3	32	0	1.3	-2	3
CCOC(=O)CCc1c(C)n(CC)c2ncnn2c1=O
  -7	11	-4	11	0	0.1	-7	6
CCOc1ccc(N(CC(=O)Nc2ccc(Br)cc2)S(C)(=O)=O)cc1
  -5	-21	2	-8	0	6.0	2	29
O=C(Nc1ccc2c(c1)OCO2)Nc1cnccn1
  -4	-11	-19	-6	-2	1.2	-11	11
CCCC(=O)NNc1cc(=O)c2c(=O)n(C)c(=O)n(C)c2[nH]1
  -15	16	2	17	3	-0.1	7	-1
COC(=O)C1=NN[C@H](C(=O)OC(C)(C)C)[C@H]1c1ccccc1
  31	4	0	-16	-1	-0.5	20	20
Cn1ncc2nc[nH]c(=O)c21
  4	1	-7	7	-1	-0.3	-11	1
Brc1cnc(N2CCCC2)nc1N1CCOCC1
  4	5	-3	28	0	-2.8	2	10
O=C(O)CSCc1ccc(C(=O)O)o1
  4	13	4	-2	1	-0.5	7	12

Next section:
The line under a structure holds: tim10-1 inh	697 NFkB inh	Jurkat NFkB inh	Mdm2-MdmX inh	UPR XBP1 act	CHOP UPR activ	TIM10 inh	tim23-1 inh
CN1CC(c2ccccc2)Oc2ccccc2C1=S (stereo not drawn)
  6	9	-5	1	2	1.7	11	9
C[C@H]1CN=C(N(C)C)N1CCCC1CCCCC1
  -3	-5	3	-1	2	0.9	-11	5
CCOC(=O)c1ccc(N/C(=N/S(=O)(=O)c2ccccc2)c2ccccc2)cc1
  23	-11	-19	0	-1	4.1	14	23
O=C(Nc1c(Cl)cccc1Cl)c1ccc(-c2ccccc2)cc1
  15	-24	-46	23	8	0.8	4	0
CN(C)CCNc1oc(COc2ccc(Cl)cc2)nc1C#N
  12	-13	-2	-2	-2	2.8	1	2
CCOC(=O)Cn1nc(C)n(-c2ccc(C)cc2)c1=O
  8	12	-4	17	5	2.4	0	0
C=CCn1c(-c2csc(-c3ccc(OC)c(OC)c3)n2)n[nH]c1=S
  4	1	-5	15	5	1.8	0	-6
COCCOCC(O)CN1CCN(c2ccc(C)cc2)CC1 (stereo not drawn)
  7	-6	-12	-10	-3	1.6	5	-2
CCC(C)(C)c1ccc(Oc2ccc(NC(=O)COC(=O)C3=COCCO3)cc2)cc1
  29	10	8	1	-1	0.0	36	11
COc1ccccc1CN1CC(C(=O)NCC2CCCO2)CC1=O (stereo not drawn)
  -1	-11	0	-2	-2	-1.0	-2	15
CC(=O)NN1C(=O)/C(=C/c2ccc(C(C)C)cc2)SC1=S
  42*	-10	-24	-14	-1	3.1	3	41
CC(=O)Nc1ccc(-n2c(=O)c3ccccc3c3ccccc3c2=O)cc1
  19	-25	-3	-12	-4	0.0	5	-16
O=C(Cc1ccccc1)Nc1ccc(Br)c(Cl)c1
  3	-10	-15	-21	-2	1.7	-25	22
Nc1ccccc1C(=O)Nc1cccc2ccccc12
  1	-119	-103	-126	2	14	11	15
CCc1ccc(OC(=O)c2ccn(CC)n2)cc1
  14	-2	-12	-5	-1	2.5	-1	15
Cn1cc(-c2cccc(Cl)c2)cc(C#N)c1=O
  16	7	6	32	-4	-1.1	-4	22
